Source: PubChem
DENV2 CPE = protects cells from dengue virus 2 cytopathic effect. DENV2-infected cells, cytopathic effect rescue, plate reader. CPE inhibition, % at 9.99 µM. 1.7% of 350,000 active; in the data active means CPE inhibition above about 20%, passing the limit was not always enough; inconclusive means no clear call, values can overlap the other calls; tested in BHK-21 cells;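 further: 0% = median of neutral control wells and 100% = median of positive control wells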
EWS-Fli block = inhibitors of EWS/Fli oncoprotein transcriptional activity. AID 651661. inhibition, % at 12.6 µM. A673 NR0B1-luciferase reporter, viability-normalised. 0.67% of 350,000 active;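 active means mean inhibition of at least 50% after viability correction, with every replicate also passing that limit; inconclusive means mean reaches 50% but only one of two replicates passes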;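 further: firefly luciferase signal divided by Alamar Blue viability fluorescence both relative to DMSO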
PAX8 reporter = PAX8 transcriptional activity inhibition. inhibition, % at 12.6 µM. 1.2% of 360,000 active. RMG-I TPO-luciferase reporter, SteadyGlo, 24 h;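 active means mean replicate inhibition at least 60% with every replicate also reaching 60%; inconclusive means only one of the two criteria is met; inactive means mean below 60% and not all replicates reaching 60%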;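 further: luciferase light reporting Pax8 driven TPO promoter activity; plate controls were median of neutral control wells for no effect and mitoxantrone controls for full effect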
INS-1E GSIS act = GLuc luminescence reporter in INS-1E cells, primary screen for activators of glucose-dependent secretion of insulin | INS-1E GLuc reporter insulin secretion, 2-3 h | activation, % at 16.6 µM | 0.61% of 370,000 active | AID 743287;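 active means lowest replicate activation of at least 40%, so every replicate reaches that level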;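 further: 0% = median of neutral control wells and 100% = median of IBMX positive control wells; some compounds called inactive have numbers as strong as hits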
FN deposit inh = fibronectin deposition inhibition; AH1F fibroblasts, Alexa488-fibronectin deposition fluorescence, overnight; inhibition, % at 12.6 µM; 0.086% of 350,000 active; AID 743247;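 active means mean inhibition across replicates of 30% or more, regardless of how many single replicates reach that level; inconclusive means mean under 30% yet at least half of replicates reach 30%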;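 further: positive control wells lacked labelled fibronectin entirely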
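Material: AH1F fibroblast monolayer depositing Alexa488-labelled fibronectin into matrix / Amount: 10000 AH1F cells per well / Signal: fluorescence 485/525 nm / Medium: DMEM, 2% serum / Compound: single dose, pinned / Incubation: 1 h cell adhesion before compound, then overnight fibronectin incubation / Reagent: Alexa488-FN, 24 nM final / Read-out: inhibition of fibronectin deposition signal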
CFTR F508del cor = correctors of CFTR F508del function in bronchial epithelial cells; CFBE cells, YFP halide quenching; stimulated with forskolin plus potentiator P3; % fluorescence drop versus neutral controls; 0.36% of 350,000 active; activity (quench increase), % at 7.58 µM;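 active means mean added fluorescence quench of at least 8% versus neutral control, with both replicates also reaching 8%; inconclusive means only one of the mean or replicate conditions met; inactive means mean below 8% and not both replicates reaching 8%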;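 further: cells transiently co-express mutant CFTR-F508del with the halide-sensitive YFP; corrector assay measuring rescue of mutant channel to the surface after 24 h compound exposure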
miR-122 sensor = blocks miR-122 activity in Huh7 sensor cells | Huh7 miR-122 Renilla luciferase sensor, 48 h; neutral wells = 0, positive control = 100 | activation (reporter increase), % at 12.5 µM | AID 602342 | 0.3% of 340,000 active;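 active means mean replicate activation score at least 90 and every replicate individually at or above 90; inconclusive means only one of the two criteria met; inactive means neither criterion met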;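 further: higher luciferase means less miR-122 activity so hits act as miR-122 inhibitors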
* = called active by the depositor; ? = inconclusive; · = no result given; & = joins results of further samples; [ ] = remark or other dose.

SMILES	DENV2 CPE	EWS-Fli block	PAX8 reporter	INS-1E GSIS act	FN deposit inh	CFTR F508del cor	miR-122 sensor
CC(=O)Nc1cccc(NC(=O)CSc2nc(=O)n3cccc(C)c3n2)c1	3	-9	-5	1	9	-0.6	·
O=C(Nc1ccc2c(c1)OCO2)N[C@H]1CC[C@H](CCNC(=O)C2CCOCC2)O[C@@H]1CO	-6	3	·	27	1	-2.4	·
CC(C)(C)C(=O)Nc1ccc(S(=O)(=O)Nc2nccs2)cc1	10	-2	0	-7	-1	4.9	0
O=C(NC1(C(F)(F)F)NC(=O)N(c2ccc(F)c(Cl)c2)C1=O)c1ccncc1 (configuration not stated)	3	0	·	-21	·	1.2	6
CCN(C[C@H]1N[C@@](CC)(C(=O)OC)[C@H]2C(=O)N(Cc3ccccc3)C(=O)[C@@H]12)S(=O)(=O)c1ccc(OC(F)(F)F)cc1	-4	8	-6	-50	7	-0.4	·
C[C@H]1CCC[C@]2(O[C@@H](CCO)C[C@H](O)[C@H]2O)O1	0	-1	-16	23	-11	-1.4	-1
C#CCOCCOCCOCCNc1nc(N2CCN(C(=O)[C@H]([C@@H](C)CC)n3cc([C@@H](N)CO)nn3)CC2)nc(N2CCN(C(=O)[C@H](CCCCN)n3cc([C@@H](N)CC(C)C)nn3)CC2)n1	-13	-4	-9	8	1	-0.6	·
C[C@@H]1CN([C@@H](C)CO)C(=O)c2cc(NC(=O)CCCN(C)C)ccc2O[C@H]1CN(C)S(=O)(=O)c1cccs1	-8	-2	·	12	·	-1.7	-3[16.7 µM]
COc1cccc(-c2nc(CS(=O)(=O)CC(=O)N3CCN(C4CCCCC4)CC3)c(C)o2)c1	2	-1	-2	·	10	5.1	3
COc1ccc(/C=N/NC2=NS(=O)(=O)c3ccccc32)cc1	2	-3	5	7	-3	0.1	4
COC(=O)[C@@]12C[C@@H](CC(=O)NCc3ccccc3)C(=O)N(Cc3ccc4c(c3)OCO4)C1=CCC(C)(C)C2	-2	-22	3	-7	2	3.1	·
COc1ccc(/C=C/C(=O)N2CCCC2)cc1OC	-1	-7	10	-6	16	-0.8	7
CC(=O)Nc1ccc(-c2cc(C(=O)O)c3ccccc3n2)cc1	3	2	11	0	20	2.1	-20
CCn1c(COc2ccccc2)nnc1SCC(=O)NCc1ccco1	7	-7	5	-6	2	-1.1	0
O=C(Oc1cccc(/C=N/Nc2nc(Nc3ccccc3)nc(N3CCOCC3)n2)c1)c1ccco1	·	9	-5	-50	·	·	·
CSc1ccc(C2C(C#N)=C(N)Oc3cc4c(cc32)OCO4)cc1 (configuration not stated)	1	45	·	1	·	-2.1	46
C[C@@H]1CN([C@H](C)CO)C(=O)c2cc(NC(=O)CCC(F)(F)F)ccc2O[C@@H]1CN(C)S(=O)(=O)c1ccc(Cl)cc1	-11	-7	1	-1	·	-2.0	35[16.7 µM]
O=C(Nc1ccccc1)c1ccc(F)cc1F	2	-70	-155	14	2	0.3	-2
COc1ccc(NC(=O)CNC(=O)Cn2c(C)cc3ccccc3c2=O)c(OC)c1	4	10	3	2	8	0.9	·
COCCCN1CN(Cc2ccco2)CNC1=S	-4	-5	7	-1	-2	·	-7
COc1ccc(S(=O)(=O)N(C)C[C@H]2Oc3ccc(NC(=O)Nc4ccc5c(c4)OCO5)cc3CC(=O)N([C@@H](C)CO)C[C@@H]2C)cc1	97*	-3	-11	12&-10	-7	-5.3	-5
COC/C=C/C1=CC2=CC(=O)C(C)(OC(=O)c3cnc4ccccc4n3)C(=O)C2=CN1C1CC1 (configuration not stated)	-6	-31	66*	1	2	-0.4	0
COc1ccc(CNC(=O)C[C@H]2C[C@@H]3c4cc(NC(=O)CN(C)C)ccc4O[C@@H]3[C@@H](CO)O2)cc1	5	10	1	3	·	0.4	3[16.7 µM]
CCN=C1NC(CCc2ccccc2)C(C(=O)OC)=C(C)N1Cc1ccccc1C(F)(F)F (configuration not stated)	?	3	-16	·	1	2.2	·
Cc1ccc(COc2ccccc2C(=S)N2CCCC2)cc1	-3	-37	-35	-3	·	1.9	0
O=S1(=O)CC(N2CCN(Cc3ccccc3F)CC2)CN1Cc1cn(Cc2ccc(F)cc2)nn1 (configuration not stated)	5	-2	7	-9	4	-0.2	·
C=CCC[C@H](Cc1ccc(F)cc1)C(=O)OC[C@@H](NC(=O)[C@@H](CC=C)CC(=O)N(CCO)Cc1ccccc1)C(C)(C)C	-15	14	64*	-8	-15	2.3	-7
Cc1ccc(Cn2cc(/C=N/Nc3ccc([N+](=O)[O-])cn3)c3ccccc32)cc1	6	7	15	7	-6	-1.3	-15
COc1ccc(-c2sc3cc(OC)c(OC)cc3c2C#CC2(O)CCCCC2)cc1	-5	12	11	10	16	-1.5	7
Cc1ccc(S(=O)(=O)N2CC(O)C2)cc1	-4	-2	-9	29	-2	-2.1	3
C[C@@H]1CC=C[C@H]2[C@H]1C(=O)N(Cc1ccccc1)[C@H]2c1ccc(-c2ccc(F)cc2)cc1F	?	16	-19	8	2	2.2	1
CC1(C(=O)NCc2ccccc2)CSCC(=O)N1Cc1cccs1 (configuration not stated)	-12	1	5	27	5	0.1	·
N#C[C@@H]1[C@H](c2ccc(C#CCC3CCCC3)cc2)[C@H](CO)N1C(=O)CN1CCOCC1	-12	-26	-28	-3	-35	-0.3	·
COc1ccc(C(=O)NCC(=O)OCC(=O)Nc2cccc(S(=O)(=O)N3CCCC3)c2)cc1	3	16	-19	16	-4	2.7	-1
Cc1noc(C)c1NC(=O)Nc1ccc2c(c1)C(=O)N([C@@H](C)CO)C[C@@H](C)[C@H](CN(C)C(=O)NC(C)C)OCCCC[C@H](C)O2	9	-3	-4	30	7	-0.1	-1[16.7 µM]
O=C1CSC(c2ccc(F)cc2)N1c1nc2ccccc2s1 (configuration not stated)	·	·	0	-3	-2	·	3

Two entries from above, as labelled records:
N#C[C@@H]1[C@H](c2ccc(C#CCC3CCCC3)cc2)[C@H](CO)N1C(=O)CN1CCOCC1
  DENV2 CPE: -12; EWS-Fli block: -26; PAX8 reporter: -28; INS-1E GSIS act: -3; FN deposit inh: -35; CFTR F508del cor: -0.3; miR-122 sensor: ·

O=C1CSC(c2ccc(F)cc2)N1c1nc2ccccc2s1 (configuration not stated)
  DENV2 CPE: ·; EWS-Fli block: ·; PAX8 reporter: 0; INS-1E GSIS act: -3; FN deposit inh: -2; CFTR F508del cor: ·; miR-122 sensor: 3

(next part)
SMILES	DENV2 CPE	EWS-Fli block	PAX8 reporter	INS-1E GSIS act	FN deposit inh	CFTR F508del cor	miR-122 sensor
CC(C)CN(C(=O)COC(=O)CCCc1c[nH]c2ccccc12)c1c(N)n(Cc2ccccc2)c(=O)[nH]c1=O	0	·	16	-28	·	-1.6	·
Cc1cc(C)n(CCC(=O)N/N=C/c2ccc(Cl)c([N+](=O)[O-])c2)n1	-4	10	30	-12	11	1.5	-3
COC(=O)[C@@]1(Cc2ccc(F)cc2)[C@H]2c3cc(C(=O)N4CCCC4)n(CCc4c[nH]c5ccccc45)c3C[C@H]2CN1C(=O)c1ccccc1	-2	19	-5	-5	·	-1.0	·
CCN(CC)C(=O)C(Sc1nnnn1-c1ccc(O)cc1)c1ccccc1 (configuration not stated)	?	-11	1	6	2	0.6	·
O=C(Nc1ccc(-c2ccccc2)cc1)[C@@H]1[C@@H](CO)[C@@H]2Cn3c(cccc3=O)[C@H]1N2Cc1ccccc1	-3	6	·	-14	·	0.4	19[16.7 µM]
CCOc1[nH]n(-c2ccccc2)c(=O)c1C=Nc1ccc(C(=O)OC)cc1	3	3	5	-1	1	0.3	·
O=C(CSc1nncs1)Nc1ccc2[nH]c(=O)[nH]c2c1	-11	-2	2	8	-9	-3.5	·
Cc1ccc(NC(=S)NNC(=O)c2ccco2)cc1	·	·	·	-4	10	·	-4
COc1ccc(NC(=O)c2cccs2)cc1C(=O)N1CCN(c2ccccc2)CC1	-4	16	27	-22	2	1.9	5
C[C@@H]1CN([C@@H](C)CO)S(=O)(=O)c2ccc(-c3ccc(C#N)cc3)cc2O[C@@H]1CN(C)Cc1cccc(F)c1	·	-11	63*	-7	·	0.8	4[16.7 µM]
CCCCC(=O)N(C)c1c(CC)nc2c(OCCC3CCCCC3)cccn12	0	19	21	·	-5	-2.8	-9
C[C@H]1CN([C@@H](C)CO)C(=O)c2cc(NC(=O)Nc3ccc(C(F)(F)F)cc3)ccc2O[C@H]1CN(C)C(=O)Nc1ccc(C(F)(F)F)cc1	-2	7	51	-3	·	-1.0	-5[16.7 µM]
O=C(CC1CC1)N1[C@H](CO)[C@@H]2c3ccccc3N(S(=O)(=O)c3ccccc3)C[C@@H]21	8	8	-14	-6	·	-0.6	33[16.7 µM]
COc1ccccc1NC(=O)COC(=O)c1oc2ccccc2c1C	-2	·	15	17	·	2.7	3
CC1=C(C(=O)OC2CCCCCC2)C(c2ccc(C)o2)C2=C(CCCC2=O)N1 (configuration not stated)	-5	23	·	-4	·	3.1	·
CCC1CCc2sc(C(=O)NCC(c3ccc(OC)cc3)N3CCOCC3)cc2C1 (configuration not stated)	0	6	25	-11	-8	2.4	·
COc1ccc(C(=O)OCC(=O)N2CCOCC2)cc1S(=O)(=O)N1CCOCC1	10	4	5	33	3	-0.8	-7
Cc1cccc(-c2nc(=S)c3c(n2Cc2ccco2)CCCC3)c1	·	·	·	-1	-5	·	1
O=C1N[C@@H](c2ccccc2)COC(=O)[C@H](Cc2ccc(F)cc2)C/C=C\C[C@@H]1CC(=O)N(CCO)Cc1ccccc1	20	4	-55	·	4	-1.5	·
COCCSc1ccccc1C(=O)Nc1cc(C)cc(C)c1	1	1	-2	-4	1	-0.6	4
CC(C)CN(CCNC(=O)CN1C(=O)CSc2ccc(S(=O)(=O)N3CCOCC3)cc21)CC(C)C	-2	8	-5	-10	6	1.9	·
CCCCN(CC)S(=O)(=O)c1ccc(C(=O)N=c2sc3cc(NC(C)=O)ccc3n2C)cc1	6	5	6	6	-1	-6.2	-4
Cc1ccc(S(=O)(=O)Oc2cccc(N3C(=O)C4CC=CCC4C3=O)c2)cc1 (configuration not stated)	·	·	-4	·	-8	·	-15
O=C(Cc1ccccc1)NC1CCN(C(=O)c2ccc([N+](=O)[O-])cc2)CC1	-4	12	17	0	-2	2.8	-2
COc1cc(/C=N/n2c(C3CCCCC3)n[nH]c2=S)ccc1O	-9	4	-11	-2	-5	-2.8	7
CCc1onc(C)c1C(=O)O	0	1	-7	-6	5	0.7	-6
CC1=C(C(=O)N(C)C)CC(CC(=O)NC2CC2)C(=O)N1Cc1ccc(C(C)(C)C)cc1 (configuration not stated)	11	-4	-13	-1	4	-0.5	5
NC(=S)Nc1nc2ccccc2s1	-3	-11	24	-2	·	-0.2	·
Cc1ccc(-c2cnc3c(c2)C(=O)N([C@@H](C)CO)C[C@@H](C)[C@H](CN(C)CC2CCCC2)O3)cc1	6	4	·	1	4	0.0	-1[16.7 µM]
Cc1ccc2ccc3cccc4ccc1c2c34	15	-2	·	-2	·	0.7	-1
COC(=O)C[C@@H]1C=C[C@H](NC(=O)Nc2cc(F)ccc2F)[C@@H](CO)O1	-10	4	-62	1	-4	-2.7	·
O=C(C[C@H]1CC[C@H]2[C@@H](COC[C@@H](O)CN2C(=O)Nc2cc(Cl)cc(Cl)c2)O1)N1CCCCC1	30*	3	3	-15	-10	3.7	11[16.7 µM]
CCS(=O)(=O)Nc1cccc(C2=NN(S(=O)(=O)c3ccc(C)cc3)C(c3ccco3)C2)c1 (configuration not stated)	·	13	10	-3	·	-0.3	59
